GC-B act – GC-B (human) receptor activation | P20594 | HEK293-GC-B cells, CNP EC30, cGMP TR-FRET; 0% at EC30 CNP, 100% saturating CNP | activation, % at 10 µM | actives 0.11% (n = 370,000);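 active means activation at 10 µM reaching about 35% in either raw or pattern-adjusted values, limit read from the data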
PG9 Ab binder – binds the HIV-1 gp120 antibody PG9; inhibition, % at 6.7 µM; actives 0.43% (n = 360,000); TR-FRET gp120-PG9 antibody binding; in the data active means inhibition above about 8.5%
rCAG binder – r(CAG) repeat RNA binding; TO-PRO-1 dye displacement fluorescence; inhibition, % at 3 µM; actives 1.3% (n = 370,000);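 active means inhibition above the plate cutoff, the mean of all test compounds on that plate plus 3 SD, cut at about 35% in these data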;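 further: 0% = DMSO alone and 100% = 100 µM mitoxantrone as full dye displacement; higher means more dye released from RNA so lower well fluorescence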
mABHD4 FP – inhibits mouse alpha/beta hydrolase domain 4 | Q8VD66 | purified mABHD4, FP-Rh probe fluorescence polarization | inhibition, % at 8.92 µM | actives 0.54% (n = 370,000);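 active means inhibition exceeding the mean over every tested compound plus 3 SD, cut at about 30% in these data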;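 further: 0% = plate median of compound wells and 100% = S159A mutant with DMSO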
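Test system: mABHD4 protein; Read-out basis: % inhibition; Incubation: 45 min + 60 min at 25 °C; Repeats: single replicate; Technique: fluorescence polarization with parallel and perpendicular emission, 525/598 nm; Compound: 8.92 µM, single dose; Benchmarks: full inhibition S159A mutant plus DMSO, zero as sample-well median.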
Rev-erbA mod – Rev-erb alpha (human) modulation; P20393; Rev-erbα–FITC-DNA binding, fluorescence polarization, 90 min; activity, % at 10 µM; actives 0.79% (n = 370,000); AID 1259318;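 active means activity above about 14%, limit read from the data; passing the limit was not always enough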;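 further: 0% = DMSO wells with 35 nM protein and 100% = DMSO wells with 750 nM protein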
Target sequence (P20393 whole entry, looked up): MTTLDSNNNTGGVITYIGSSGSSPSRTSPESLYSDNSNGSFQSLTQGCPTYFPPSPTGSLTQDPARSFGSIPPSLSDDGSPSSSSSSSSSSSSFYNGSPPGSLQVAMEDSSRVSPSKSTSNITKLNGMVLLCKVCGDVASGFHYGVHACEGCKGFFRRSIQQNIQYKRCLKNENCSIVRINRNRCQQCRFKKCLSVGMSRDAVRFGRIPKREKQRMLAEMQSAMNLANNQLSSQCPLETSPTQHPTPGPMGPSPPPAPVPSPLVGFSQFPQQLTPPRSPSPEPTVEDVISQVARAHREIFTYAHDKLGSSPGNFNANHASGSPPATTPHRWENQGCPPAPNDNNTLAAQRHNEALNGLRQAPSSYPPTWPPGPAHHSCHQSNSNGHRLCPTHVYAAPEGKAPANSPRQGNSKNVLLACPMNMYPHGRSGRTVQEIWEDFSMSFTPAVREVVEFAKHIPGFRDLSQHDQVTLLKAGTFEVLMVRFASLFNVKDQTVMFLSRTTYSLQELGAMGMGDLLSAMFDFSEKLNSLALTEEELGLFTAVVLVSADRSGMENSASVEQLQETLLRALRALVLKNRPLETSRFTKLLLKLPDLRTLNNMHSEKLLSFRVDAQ
HTRA1 inhibitor – HTRA1 (human) protease inhibition | actives 0.5% (n = 340,000) | recombinant HTRA1, FP-rhodamine activity-based probe, fluorescence polarization | Q92743 | inhibition, % at 5.96 µM | AID 504803; in the data active means inhibition above about 36%;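 further: 0% = enzyme with DMSO and 100% = wells lacking enzyme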
SMARCA2 activ – SMARCA2 function activation, primary screen; MG213 cells, MMTV-luciferase reporter, dexamethasone, overnight; activation, % at 9.1 µM; actives 1% (n = 370,000); AID 652017; in the data active means activation above about 7.8%;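 further: 0% = vehicle wells and 100% = reference activator wells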
ASAP1 inh – blocks human ASAP1-stimulated Arf1 GTP hydrolysis; Q9ULH1; GDP FP detection; inhibition, % at 16.5 µM; actives 0.19% (n = 360,000); in the data active means inhibition above about 25%;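 further: 0% = vehicle with enzyme and substrate and 100% = no enzyme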
ARFGAP1 inhibitor – inhibitors of rat ARFGAP1 | Q62848 | Arfgap1-stimulated ARF1 GTP hydrolysis, GDP FP detection | inhibition, % at 16.5 µM | actives 0.26% (n = 360,000);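 active means inhibition above a per-plate limit, mean inhibition of low control wells plus 3 SD, cut at about 25% in these data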;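 further: 0% = DMSO wells with enzyme and 100% = wells lacking Arfgap1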
Target sequence (Q62848 1-136 limits assumed): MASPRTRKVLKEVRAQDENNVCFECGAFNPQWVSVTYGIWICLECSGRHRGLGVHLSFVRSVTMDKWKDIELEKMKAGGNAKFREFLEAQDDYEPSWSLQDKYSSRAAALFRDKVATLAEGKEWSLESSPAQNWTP
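Material: truncated rat Arfgap1 GAP domain; Incubation: compound-enzyme preincubation 20 min, reaction 120 min, detection 60 min, 25 °C; Read-out: percent inhibition of Arfgap1-stimulated GTP hydrolysis; Technique: FP, GDP Alexa 633 tracer displaced from anti-GDP antibody, 620/688 nm; Controls: No-Arfgap1 wells (100%) versus DMSO full-reaction wells (0%); Replication: single well per compound.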
NPR1 activator – GC-A (human) enzyme activation; activation, % at 10 µM; actives 0.14% (n = 370,000); AID 1671463; HEK293 GC-A cells, cGMP TR-FRET, EC30 ANP; 0% at EC30 ANP, 100% saturating ANP; P16066; in the data active means activation above about 40%
* marks the source's active call; other numbers are inactive results; x = not tested or not shown; & = joins results of further samples.

Screens in order: GC-B act	PG9 Ab binder	rCAG binder	mABHD4 FP	Rev-erbA mod	HTRA1 inhibitor	SMARCA2 activ	ASAP1 inh	ARFGAP1 inhibitor	NPR1 activator
Cc1nc(-c2ccccc2)cn(O)c1=O
→ 0.3	0.3	-2.6	4.5	0.5	-5.8	0.9	-6.8	-6.4	2.0
COc1ccccc1NC(=O)N(C1CCCC1)C1CCN(C(C)=O)CC1
→ -6.3	-0.6	0.4	-4.6	-0.3	-3.1	0.2	-1.5	-0.2	0.1
Cc1ccc(CN2CCC=CS2(=O)=O)cc1
→ -1.0	0.0	1.4	3.6	-5.1	x	-1.3	-5.6	-13.8	-1.2
CS(=O)(=O)N1CCC(C(=O)Nc2cccc(Cl)c2Cl)CC1
→ 4.6	0.2	-2.2	-2.4	4.0	1.2	-4.3	7.3	-4.5	2.4
COc1ccc(/C=C/C(=O)Nc2ccc(S(=O)(=O)N3CCOCC3)cc2)c(OC)c1
→ 0.3	-0.5	10.3	-36.7	3.4	-39.0	0.5	15.0	9.2	-3.2
CCOCc1nnc(NC(C)=O)s1
→ 1.7	-1.2	0.9	9.4	1.6	-3.8	1.7	-0.6	1.6	0.8
CC(=O)Nc1ccc(OC(=O)C(CCS(C)(=O)=O)N2C(=O)c3ccccc3C2=O)cc1 (configuration not stated)
→ 6.0	1.5	-5.2	3.7	-4.1	7.0	-2.5	5.0	1.4	2.4
COc1ccccc1N1CCN(CCC(=O)Nc2cccc(Cl)c2)CC1
→ 0.2	-0.9	-5.8	-0.5	-2.6	5.3	-3.1	3.5	6.0	4.4
COc1ccccc1NC(=O)C1CCCN(S(=O)(=O)c2ccccc2)C1 (configuration not stated)
→ 0.6	-1.7	-7.5	5.0	-1.8	-3.6	-1.7	16.4	-0.5	1.8
O=C(NC(Cc1ccccc1)C(=O)N1CCN(S(=O)(=O)c2ccccc2F)CC1)c1ccccc1 (configuration not stated)
→ 1.7	-1.8	-0.5	1.1	7.3	0.7	-0.4	-6.7	-6.5	2.9
O=C(O)C1CC(=O)N(Cc2cccs2)C1 (configuration not stated)
→ 4.5	-0.4	2.9	-0.3	4.1	-3.9	-0.3	4.0	1.7	4.5
O=C(Nc1ccc(Cl)c(S(=O)(=O)N2CCOCC2)c1)C1CCCC1
→ -4.1	1.8	1.8	-4.7	4.7	1.5	-3.8	-1.5	2.7	1.1
COc1ccc(S(=O)(=O)N2C(=O)/C(=C3\SC(N)=NC3=O)c3ccccc32)cc1
→ 0.1	4.1	16.6	2.9	6.4	-4.2	2.4	-10.5	12.5	-2.0
O=C(NCc1ccc(Cl)cc1)c1cc2ccccc2oc1=O
→ 0.4	-1.8	-2.1	1.0	-14.2	0.7	2.5	2.6	10.4	-5.0
Cc1ccc(-c2nc(C#N)c(NCCc3ccccn3)o2)cc1
→ -5.8	-0.5	0.3	-0.3	-2.9	-0.1	1.9	-9.6	3.8	0.7
Cc1ccc(Cn2c(C)c3cnn(CC(=O)NCCN4CCOCC4)c(=O)c3c2C)cc1
→ -0.7	-2.2	-0.8	4.5	-1.4	-8.4	-6.1	-1.4	-3.4	1.3
C=CCN=c1scc(-c2ccccc2)n1/N=C/c1ccccn1
→ -2.0&-1.6	-1.5&-0.2	0.7&-4.3	1.4&8.3	-2.2&3.9	-0.4&-0.5	-0.9&1.2	-7.2&13.6	-7.8&5.8	-1.6&3.3
CCNC(=O)CC1C(=O)N(c2ccc(C)cc2)C(=O)N1CCOC (configuration not stated)
→ 3.8	-1.8	-2.7	-0.5	-0.8	5.1	-1.5	-2.0	-0.8	-0.1
O=c1[nH]cnc2c1nc(SCc1ccccc1)n2C1OC(CO)C(O)C1O (configuration not stated)
→ 3.6	-0.4	-0.3	-5.8	1.6	3.6	3.1	3.3	-5.5	-0.6
CCN(CC)c1ccc(NC(=O)CNCc2ccccc2Cl)c(C)c1
→ 5.0	-4.7	-9.5	25.6	-0.7	4.6	-2.0	-4.2	2.8	0.5
CC(C)CC(=O)Nc1ccc(C(=O)COC(=O)Cc2n[nH]c(=O)c3ccccc23)cc1
→ -6.7	-1.0	15.8	-4.3	-2.4	-4.3	0.0	-6.5	-2.5	-3.1
Cc1ccc(-n2nnc(-c3cccnc3Cl)n2)cc1
→ 1.9	-2.0	-1.0	-0.7	-5.9	-2.8	7.4	-8.0	6.6	1.1
NC(=O)c1sc2nc3c(c(-c4ccco4)c2c1N)CCCC3
→ -2.2	-0.1	6.0	7.5	-0.9	3.1	-6.1	6.3	14.9	-0.2
Cn1c(N)c(N=Cc2ccccc2)c(=O)n(C)c1=O
→ 1.8	-0.3	1.8	-0.5	0.4	1.8	-2.3	-6.5	3.3	3.2
CSc1ncc(C(=O)Nc2ccccc2C)c(C)n1
→ -0.3	-1.3	2.1	-0.1	3.0	7.1	1.2	0.9	-1.1	0.7
COc1ccc(Cc2nc3ccc(C(=O)N(C)CCc4cnn(C)c4)cc3o2)cc1OC
→ 2.7	1.0	-7.2	-2.0	0.4	-1.1	-0.2	4.5	7.0	0.5
CC(C)Cc1nc2oc3c(NCC(C)O)ncnc3c2c2c1CCCC2 (configuration not stated)
→ 0.7	-0.6	-4.4	-4.7	-0.9	-4.3	-1.3	-1.7	-1.1	9.8
COc1cc(Cl)ccc1OCc1cc(C(=O)N2CCCCCCC2)no1
→ -4.1	-2.0	-7.0	-1.1	-2.1	-4.7	-1.8	-5.4	-13.2	-0.2
COc1ccc(CCNC(=O)Cc2ccc(C)cc2)cc1OC
→ 4.7	-0.7	-3.3	1.9	4.0	5.5	2.9	-15.6	5.1	4.1
COc1ccccc1CN1CCC(n2nccc2NC(=O)c2ccccc2Cl)CC1
→ -3.9	-1.6	-2.2	-7.4	-1.4	-2.3	-2.7	-4.6	-7.7	-6.4
Cc1cccc(C(=O)Nc2cccc(-c3cnc4ccccc4n3)c2)c1
→ -9.1	0.0	1.1	-1.0	6.5	-27.3	1.3	18.4	3.2	-0.2
Nc1cnnc(N/N=C\c2ccccc2)c1Cl
→ 1.5	-2.8	1.8	1.2	1.6	0.1	3.8	-5.6	-9.7	0.9
O=C(NC1CCCC1)[C@@H]1CCCN1C(=O)[C@@H](NS(=O)(=O)c1ccc(F)cc1F)c1ccccc1
→ 1.6	-0.9	1.6	-6.0	-5.9	x	-3.8	-11.6	0.0	-1.2
CCCOc1cc(C)c(S(=O)(=O)n2nnc3ccccc32)cc1C
→ -0.4	0.7	3.4	-2.4	-0.1	-1.7	-2.0	2.8	-0.5	-6.2
FC(F)(F)c1ccccc1Cc1c(-c2cccc(Cl)c2)nc2ccc(Cl)cn12
→ -10.2	-0.9	25.9	8.6	11.4	x	6.4	2.3	-14.9	-1.4
S=C1NC2(CCCCCC2)N=C1c1ccccc1
→ 5.2	-1.2	-1.1	12.4	5.0	-9.0	-0.8	4.7	4.5	-2.1
CCn1c(-c2cc(-c3cccc(OC)c3)nc3ccccc23)n[nH]c1=S
→ -1.9	1.1	14.3	-26.8	0.1	-2.9	-2.4	-2.7	14.6	-1.8
Oc1oc(-c2ccccc2)nc1C=Nc1cccc2ccccc12
→ -1.3	-0.6	10.5	-6.6	6.0	-27.7	-0.4	-1.3	5.6	-1.2
COc1ccc(CCNC(=O)c2cc(Cl)nc3ccccc23)cc1
→ 0.1	-1.6	-2.9	6.8	-5.8	2.5	-1.7	6.3	-10.4	-3.4
O=C(NCc1ccccc1)c1cccc(S(=O)(=O)N2CCCCC2)c1
→ -1.9	0.5	-4.7	-3.4	4.0	-4.1	-2.5	-11.7	1.1	0.9
O=C(CSc1nnc(-c2ccco2)n1-c1ccccc1Cl)Nc1cccc(C(=O)O)c1
→ -0.6	0.1	22.8	-9.2	-2.7	-3.4	-2.4	1.4	-6.5	-0.2
COc1ccc(OC)c(C2=NS(=O)(=O)N(C)C(C(=O)N3CCC4(CC3)OCCO4)=C2)c1
→ -0.8	-0.7	-4.7	5.7	1.1	6.8	-0.6	-0.8	-2.7	-2.2
CCC(C)NS(=O)(=O)c1ccc(N)cc1 (configuration not stated)
→ 0.6	-1.5	-3.7	-2.1	6.4	2.4	-5.1	-5.7	-11.2	0.5
COC(=O)c1ccc(Cl)c(-c2ccc(/C=N/NC(=O)Nc3ccccc3)o2)c1
→ -10.0	1.7	2.1	-6.2	4.7	-4.3	0.1	-15.1	4.1	-4.3
CCN1CCSc2ccc(C(=O)NCc3ccccc3C)cc21
→ -0.1	0.7	5.4	2.5	-9.4	1.8	-1.0	1.4	-0.9	-2.1
CCN(CC)S(=O)(=O)c1cccc(-c2cn3cccnc3n2)c1
→ 1.6	0.5	6.3	3.1	-5.0	1.2	-0.1	7.3	0.6	-1.7
CCCCS(=O)(=O)N1CCCC(C(=O)Oc2ccccc2OC)C1 (configuration not stated)
→ -0.8	0.7	-5.3	4.2	-0.1	3.8	-2.4	-7.3	7.5	-1.3
CCn1c2ccccc2c2nnc(SCC(=O)c3ccccc3)nc21
→ 5.4	1.6	4.3	-6.1	4.1	-3.1	2.6	17.9	11.5	3.5
COC(=O)[C@]12CCCCC=C1N(CCc1ccc(OC)c(OC)c1)C(=O)[C@H](CC(=O)NCc1cccc(C(F)(F)F)c1)C2
→ -2.0	1.9	0.5	-11.2	-5.4	x	-4.0	2.0	-8.6	0.2
CC(C)(C)c1ccc(OCCON2C(=O)CCC2=O)c(Cl)c1
→ 2.4	1.3	-4.5	-2.5	-0.1	1.0	-4.4	-0.8	6.2	2.8
Cc1cc(C)n2c(Nc3ccc4c(c3)OCCO4)c(-c3cc4ccccc4o3)nc2n1
→ 25.6	0.5	14.2	17.8	4.2	x	-3.9	10.2	-7.7	28.1
COc1ccc(C2CC(C(F)(F)F)n3nc(CO)c(Cl)c3N2)cc1OC (configuration not stated)
→ 4.9	0.1	-4.4	3.0	1.5	-5.6	-3.9	8.5	6.0	2.8
COc1ccc(OC)c(CNS(=O)(=O)c2cn(C)cn2)c1
→ 0.7	-1.2	-0.3	-8.2	1.5	-1.2	-2.5	-1.0	8.1	4.8
O=C(c1ccoc1)N1CCC2(CC1)Oc1ccc(Cl)cc1C(=O)C21CC(c2cccnc2)=NO1 (configuration not stated)
→ -3.3	-0.2	-5.0	3.5	8.2	-11.6	-0.4	-5.7	-7.2	1.3
COc1cccc(C(=O)c2ccccc2NC(C)=O)c1
→ 0.6	-0.4	3.1	0.2	0.5	-3.9	0.7	8.3	-8.9	-0.7
CCN(CC(=O)Nc1ccc(NC(C)=O)cc1)C(=O)c1ccc(=O)n(C)n1
→ -1.1	0.6	1.2	-9.1	-2.2	2.9	-0.9	-1.4	-3.5	5.0
CC(C)=CCC[C@@]1(C(=O)O)[C@H]2CC=C(CO)[C@@H]1CC/C(C)=C/CC/C(C)=C/C2
→ 4.3	x	6.5	-11.7	-5.4	x	-2.5	x	x	6.2
